# Compound activity from PubChem BioAssay.
# F508del corr: correctors of CFTR F508del function in bronchial epithelial cells; 0.36% of 350,000 active; CFBE cells, YFP halide quenching; stimulated with forskolin plus potentiator P3; % fluorescence drop versus neutral controls; activity (quench increase), % at 7.58 µM;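 active means mean added fluorescence quench of at least 8% versus neutral control, with both replicates also reaching 8%; inconclusive means only one of the mean or replicate conditions met; inactive means mean below 8% and not both replicates reaching 8%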;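 further: cells transiently co-express mutant CFTR-F508del with the halide-sensitive YFP; corrector assay measuring rescue of mutant channel to the surface after 24 h compound exposure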
# ERp5 block: ERp5 (human) disulfide isomerase inhibition; ERp5 insulin aggregation, absorbance 650 nm, 90 min; inhibition, % at 9.99 µM; 0.05% of 350,000 active;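 active means mean replicate inhibition above about 25%, with every replicate also reaching it, limit read from the data, passing the limit was not always enough; inconclusive means only one of those two criteria met; inactive means neither criterion met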
# Target sequence (Q15084 whole entry, looked up): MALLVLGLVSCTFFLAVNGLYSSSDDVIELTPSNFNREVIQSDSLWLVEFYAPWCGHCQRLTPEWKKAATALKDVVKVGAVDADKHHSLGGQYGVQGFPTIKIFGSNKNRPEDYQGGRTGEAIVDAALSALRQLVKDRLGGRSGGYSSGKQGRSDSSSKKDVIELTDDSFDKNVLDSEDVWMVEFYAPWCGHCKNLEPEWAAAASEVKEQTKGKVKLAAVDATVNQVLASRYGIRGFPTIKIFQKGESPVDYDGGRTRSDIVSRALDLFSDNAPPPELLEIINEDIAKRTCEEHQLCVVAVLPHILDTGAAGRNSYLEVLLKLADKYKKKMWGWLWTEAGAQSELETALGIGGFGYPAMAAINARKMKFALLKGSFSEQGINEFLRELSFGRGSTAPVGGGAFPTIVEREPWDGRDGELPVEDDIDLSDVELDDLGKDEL
# DENV2 CPE: inhibitors of DENV2 cytopathic effect | AID 651640 | DENV2-infected cells, cytopathic effect rescue, plate reader | CPE inhibition, % at 9.99 µM | 1.7% of 350,000 active; in the data active means CPE inhibition above about 20%, passing the limit was not always enough; inconclusive means no clear call, values can overlap the other calls; tested in BHK-21 cells;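 further: 0% = median of neutral control wells and 100% = median of positive control wells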
# ARNT-TACC3 inh: disruptors of human ARNT/TACC3 interaction; 0.66% of 390,000 active; AlphaScreen His-ARNT PAS-B/GST-TACC3 binding, luminescence; TACC3 fragment carries E629A point mutation; inhibition, % at 9.99 µM; AID 623870;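 active means mean inhibition of replicates at least 50% and at least half of replicates each reaching 50%; inconclusive means half or more replicates reach 50% but mean below 50%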;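 further: 0% = complete ARNT plus TACC3 wells and 100% = ARNT alone without TACC3; many hits fall short of the cut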
# PAX8 reporter: inhibitors of PAX8 transcriptional activity in RMG-I cells; 1.2% of 360,000 active; RMG-I TPO-luciferase reporter, SteadyGlo, 24 h; AID 652154; inhibition, % at 12.6 µM;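 active means mean replicate inhibition at least 60% with every replicate also reaching 60%; inconclusive means only one of the two criteria is met; inactive means mean below 60% and not all replicates reaching 60%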;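 further: luciferase light reporting Pax8 driven TPO promoter activity; plate controls were median of neutral control wells for no effect and mitoxantrone controls for full effect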
# GSIS activator: primary screen for activators of insulin secretion dependent on glucose, INS-1E cells, GLuc reporter luminescence. INS-1E GLuc reporter insulin secretion, 2-3 h. activation, % at 16.6 µM. 0.61% of 370,000 active. AID 743287;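 active means lowest replicate activation of at least 40%, so every replicate reaches that level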;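 further: 0% = median of neutral control wells and 100% = median of IBMX positive control wells; some compounds called inactive have numbers as strong as hits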
# EWS-Fli inh: inhibitors of EWS/Fli oncoprotein transcriptional activity. inhibition, % at 12.6 µM. A673 NR0B1-luciferase reporter, viability-normalised. AID 651661. 0.67% of 350,000 active;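 active means mean inhibition of at least 50% after viability correction, with every replicate also passing that limit; inconclusive means mean reaches 50% but only one of two replicates passes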;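 further: firefly luciferase signal divided by Alamar Blue viability fluorescence both relative to DMSO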
# Xi reactivation: reactivates the inactive X chromosome in mouse fibroblasts; XiGFP mouse fibroblasts, % GFP-positive cells imaging, 3 d; cells co-treated with 5-aza-dC sensitizer; scaled so ellipticine positive control = 100%; activation, % at 7.58 µM; 0.055% of 360,000 active; AID 743238;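 active means mean normalized replicate activation at least 10% and every replicate at or above 10%; inconclusive means only one of the two criteria met; inactive means mean below 10% and not all replicates reach 10%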;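 further: 0% = median of on-plate neutral control wells and 100% = ellipticine 6 µM median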
#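 System: XiGFP fibroblasts, SV40-immortalized. Medium: DMEM plus 5-aza-dC sensitizer. Doses: single point. Timing: 3 d treatment, 15 min room-temperature fixation. Control set: ellipticine 6 µM.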
# Numbers without * were called inactive; ? = inconclusive; . = no result given; & = joins results of further samples.
SMILES,F508del corr,ERp5 block,DENV2 CPE,ARNT-TACC3 inh,PAX8 reporter,GSIS activator,EWS-Fli inh,Xi reactivation
CCN(CC(=O)Nc1c(F)cccc1F)C(=O)CCCSc1nc2ccccc2[nH]1,-0.2,1,10,.,15,0,4,0.2
CCOC(=O)CSc1nnc(CSc2nc3ccccc3s2)n1C,-0.7,-11,4,4,.,16,6,.
Cc1ccc(-c2cc(C(F)(F)F)n3nc(C(=O)N4CCN5CCCC5C4)cc3n2)cc1 (stereo not drawn),-0.3,1,11,3,6,9,5,0.5
C=C(CC)C(=O)c1ccc(OCC(=O)O)c(Cl)c1Cl,.,-1,-10,3&-11,81*,.,10,-0.1
Oc1ccc2ccccc2c1C=NCc1ccccc1,-0.2,-6,3,-12,18,4,-61,-0.1
NC(=O)CS(=O)(=O)c1ccc(Cl)cc1,-2.0,1,7,-4,-3,-10,-1,0.0
Clc1ncn(CCOc2ccccc2)c1Cl,0.3,-3,3,5,-12,21,-6,0.4
Cn1cccc1CC(=O)NNC(=S)Nc1ccccc1Cl,-2.8,4,-4,3,-25,7,-3,0.0
O=C(Nc1nnc(-c2ccc(F)cc2)o1)C1CCCN1S(=O)(=O)c1cccs1 (stereo not drawn),-0.2,7,6,27,.,-10,-6,-0.1
C[C@H]1CN([C@@H](C)CO)C(=O)c2cc(C#Cc3ccncc3)cnc2O[C@@H]1CN(C)CC1CCCCC1,-0.4,-1,12,-16,.,7,0,-0.1
Cc1cccc(N2CCN(C(=O)C3COc4ccccc4O3)CC2)c1C (stereo not drawn),-3.0,-1,1,.,12,13,1,0.2
C[C@@H](NC(=O)C[C@H]1C=C[C@H](NC(=O)CN2CCOCC2)[C@@H](CO)O1)c1ccccc1,-2.9,3,9,26,2,1,-6,0.0
Cc1ccccc1Oc1nc2c(c(=O)n(C)c(=O)n2C)n1C,0.2,1,6,-5,2,26,-1,0.4
COCCN(CCOC)Cc1cc(=O)oc2ccc3ccccc3c12,3.0,-3,-7,.,18,-34,12,0.1
CN(CCc1ccccn1)C(=O)c1ccc(OC2CCN(Cc3ccccn3)CC2)cc1,0.1,3,-4,0,.,-7,.,0.1
COc1cccc(C(=O)N2CCC2(C)C(=O)NC(C)C)c1 (stereo not drawn),2.0,0,1,.,18,18,6,0.2
CC(C)C(=O)Nc1ccc2c(c1)Cc1cc(NC(=O)C(C)C)ccc1-2,-2.1,-1,0,-10,-18,12,0,0.2
COC(=O)c1c(-c2ccc(SC)cc2)sc2ccccc12,1.8,1,74*,1,-86,3,-11,0.2
CO[C@H]1CN(C)C(=O)c2ccc(NC(=O)c3cccc(F)c3)cc2OC[C@@H](C)NC[C@@H]1C,-0.5,3,17,-2,.,11,-3,0.4
O=C(Cc1ccccc1)NCCSC1CCCCC1,-2.2,0,-2,5,-45,-13,-23,0.0
Cc1ccnc(NC(=O)CNC(=O)c2sc3ccccc3c2Cl)c1,-0.5,0,-3,-14,-127,9,-72,0.1
O=C(O)C[C@H]1C[C@H]2c3cc(NS(=O)(=O)c4ccccc4)ccc3O[C@H]2[C@@H](CO)O1,-3.2,6,-8,.,-15,3,.,0.2
COC(=O)c1ccc(/C=C/C(=O)c2cccc(OC)c2)cc1,.,3,1,0,-150,0,37,-0.1
O=C1CN(S(=O)(=O)Cc2ccccc2)C[C@@H]2[C@@H](c3ccc(C#Cc4cccc(F)c4)cc3)[C@@H](CO)N12,9.1*,0,-4,.,.,-26,.,0.3
CC(CC(=O)N1CCc2ccccc21)n1cccn1 (stereo not drawn),0.3,0,1,-1,4,-8,-4,0.0
Cc1ccc(NC(=S)NCCN(C2CCCCC2)C2CCCC2)cc1,2.9,5,-6,0,-6,-3,3,-0.2
Cc1cccc(NS(=O)(=O)c2cccc(C(=O)N3CCCCCC3)c2)c1,0.2,-5,-7,-3,-8,23,-4,0.0
CCC(C)NC(=O)C1CCCN1S(=O)(=O)c1ccc(Cl)cc1 (stereo not drawn),-0.1,-6,4,2,.,10,-1,.
COc1cc(C(=O)NCCCc2ccccc2)cc(OC)c1OC,-1.0,2,0,-3,-3,-12,12,0.3
CCOc1cc(N2CCOCC2)c(OCC)cc1NC(=S)NCCCOC,1.1,-3,-6,20,-7,-4,16,-0.1
CN(C)CC(=O)N1CCCCN2[C@H](CO)[C@H](c3ccc(-c4ccccc4)cc3)[C@@H]2C1,-1.1,-3,?,2,18,29,-5,0.2
COc1ccc(NC(=O)N(C)C[C@H]2Oc3ccc(NC(=O)CCCCCC(=O)Nc4ccccc4N)cc3CC(=O)N([C@@H](C)CO)C[C@@H]2C)cc1,-0.4,4,-3,-6,10,17,-8,-1.2
Cc1ccc(/C=C(\C#N)C(=O)NCCN2CCOCC2)cc1,0.6,-7,0,1,11,1,-7,0.0
Cc1cc(/C=C2/NC(=S)NC2=O)c(C)n1-c1cccnc1,.,-6,-4,-3,-20,-8,-29,0.1
O=C(CCNC(=O)c1ccccc1)N/N=C/c1ccc([N+](=O)[O-])cc1,0.4,5,2,-2,5,4,-3,0.3
C[C@H](CO)N1C[C@H](C)[C@@H](CN(C)C(=O)Nc2cccc3ccccc23)Oc2ccc(NS(=O)(=O)c3ccc(F)cc3)cc2C1=O,3.3,-9,-10,25,.,-5,0,0.2
CCOC(=O)c1cnc2nc(C)nn2c1N,-0.6,3,-3,-5,3,.,0,0.0
COc1ccc(NC(=O)N2CCC(c3nc4ccccc4[nH]3)CC2)cc1,2.4,0,7,3,6,-1,4,0.0
CCCC[C@H]1COCCS(=O)(=O)N1Cc1cccc(Cl)c1,1.1,-6,-6,6,-3,-40,-5,0.0
CCCCn1nnnc1C(c1cc2ccccc2o1)N1CCCC1 (stereo not drawn),1.2,1,-9,.,-3,-19,-2,0.7

# Printed as active in DENV2 CPE, among the entries above:
Structure | F508del corr | ERp5 block | DENV2 CPE | ARNT-TACC3 inh | GSIS activator
COC(=O)c1c(-c2ccc(SC)cc2)sc2ccccc12 | 1.8 | 1 | 74* | 1 | 3

# Part of the list above in a different format.
mol | F508del corr | ERp5 block | DENV2 CPE | ARNT-TACC3 inh | PAX8 reporter | GSIS activator | EWS-Fli inh | Xi reactivation
Cc1cccc(NS(=O)(=O)c2cccc(C(=O)N3CCCCCC3)c2)c1 | 0.2 | -5 | -7 | -3 | -8 | 23 | -4 | 0.0
O=C1CN(S(=O)(=O)Cc2ccccc2)C[C@@H]2[C@@H](c3ccc(C#Cc4cccc(F)c4)cc3)[C@@H](CO)N12 | 9.1* | 0 | -4 | . | . | -26 | . | 0.3
CCCC[C@H]1COCCS(=O)(=O)N1Cc1cccc(Cl)c1 | 1.1 | -6 | -6 | 6 | -3 | -40 | -5 | 0.0
O=C(CCNC(=O)c1ccccc1)N/N=C/c1ccc([N+](=O)[O-])cc1 | 0.4 | 5 | 2 | -2 | 5 | 4 | -3 | 0.3
Cc1ccc(/C=C(\C#N)C(=O)NCCN2CCOCC2)cc1 | 0.6 | -7 | 0 | 1 | 11 | 1 | -7 | 0.0

# Entries of single compounds, looked up by structure. Screens in order: F508del corr | ERp5 block | DENV2 CPE | ARNT-TACC3 inh | PAX8 reporter | GSIS activator | EWS-Fli inh | Xi reactivation
# Listed for CC(CC(=O)N1CCc2ccccc21)n1cccn1 (stereo not drawn) = 0.3 | 0 | 1 | -1 | 4 | -8 | -4 | 0.0
# Listed for CN(C)CC(=O)N1CCCCN2[C@H](CO)[C@H](c3ccc(-c4ccccc4)cc3)[C@@H]2C1 = -1.1 | -3 | ? | 2 | 18 | 29 | -5 | 0.2

# Continuation:
SMILES,F508del corr,ERp5 block,DENV2 CPE,ARNT-TACC3 inh,PAX8 reporter,GSIS activator,EWS-Fli inh,Xi reactivation
C[C@H]1CN([C@@H](C)CO)C(=O)c2c(c3ccccc3n2C)-c2ccccc2CO[C@@H]1CN(C)C(=O)c1ccncc1,-2.8,-3,1,0,-9,15,-4,-0.5
C[C@H]1CCCCO[C@H](CN(C)C(=O)CCC(F)(F)F)[C@@H](C)CN([C@@H](C)CO)C(=O)c2cc(NC(=O)CCC(F)(F)F)ccc2O1,-0.3,-7,?,-2,-4,-7,8,0.0
CO[C@H]1CN(C)C(=O)c2ccc(NC(=O)Nc3cccc(F)c3)cc2OC[C@@H](C)N(C(=O)C2CC2)C[C@H]1C,-0.4,.,.,.,.,-21,-3,0.2
C[C@H]1CN([C@@H](C)CO)C(=O)c2cc(-c3ccc(F)cc3)cnc2O[C@@H]1CN(C)C(=O)c1ccccc1F,-3.8,1,-10,-5,.,-6,-6,-0.7
O=C(C[C@H]1C=C[C@H](NC(=O)C2CC2)[C@H](CO)O1)NCCc1cscn1,-0.6,2,7,.,.,-4,-4,-0.4
CN1C(=O)c2cc(NC(=O)Nc3cccc(C#N)c3)ccc2OC[C@H]2O[C@@H](CC(=O)Nc3ccc4c(c3)CCC4)CC[C@@H]21,.,1,5,-5,5,-1,0,0.0
O=C(c1ccco1)N1N=C(c2ccc(Cl)cc2)CC1c1ccco1 (stereo not drawn),1.2,-3,-3,-3,-8,-8,5,0.0
CCn1ccnc1CNC(=O)C1CCC(=O)N(Cc2ccccc2F)C1 (stereo not drawn),-5.9,5,-1,22,15,19,4,0.1
c1coc(-c2ccnc3nc(-n4cccc4)nn23)c1,-0.5,-3,0,-6,11,7,11,0.0

# Sorted by value in DENV2 CPE (ascending): 3 of the compounds above
SMILES | DENV2 CPE
C[C@H]1CN([C@@H](C)CO)C(=O)c2cc(-c3ccc(F)cc3)cnc2O[C@@H]1CN(C)C(=O)c1ccccc1F | -10
c1coc(-c2ccnc3nc(-n4cccc4)nn23)c1 | 0
C[C@H]1CN([C@@H](C)CO)C(=O)c2c(c3ccccc3n2C)-c2ccccc2CO[C@@H]1CN(C)C(=O)c1ccncc1 | 1
